# Source: PubChem
# NR2E3 ag-1: agonists of human nuclear receptor NR2E3; Q9Y5X4; GST-NR2E3/biotin-RetCOR TR-FRET, 1536-well; inhibition of corepressor binding, % at 4.78 µM; 320,000 compounds, 0.12% hits; AID 2300;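 active = percent inhibition above the cutoff of mean plus 3 SD of all tested compounds, set per screening campaign, cut at about 20% in these data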;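 also: 0% = DMSO wells and 100% = biotin wells as full block of FRET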
# Target sequence (Q9Y5X4 whole entry, looked up): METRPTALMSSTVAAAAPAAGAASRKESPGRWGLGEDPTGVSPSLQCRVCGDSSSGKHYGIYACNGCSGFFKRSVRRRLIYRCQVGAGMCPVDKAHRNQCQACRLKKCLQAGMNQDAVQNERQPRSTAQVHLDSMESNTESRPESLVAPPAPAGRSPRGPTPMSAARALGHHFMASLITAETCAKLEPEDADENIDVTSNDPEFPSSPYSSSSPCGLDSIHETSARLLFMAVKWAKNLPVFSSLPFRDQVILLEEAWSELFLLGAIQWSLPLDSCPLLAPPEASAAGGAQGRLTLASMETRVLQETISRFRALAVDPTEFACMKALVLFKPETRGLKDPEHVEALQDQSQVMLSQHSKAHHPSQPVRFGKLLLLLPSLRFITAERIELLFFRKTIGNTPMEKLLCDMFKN
#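 System: GST-tagged NR2E3 plus biotinylated RetCOR corepressor; Amount: 1.35 nM GST-tagged NR2E3 final; Dosing: single nominal compound dose of 4.8 µM; Schedule: 5 h incubation at 4 °C; Technique: TR-FRET with europium anti-GST and streptavidin-D2, 340 nm excitation; Controls: biotin wells as high control, 0.6% DMSO wells as low control.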
# TWEAK Fn14 block: inhibitors of TWEAK-Fn14 interaction signaling; TWEAK-stimulated Fn14 reporter cells, luciferase luminescence, 8 h; inhibition, % at 10 µM; 360,000 compounds, 2% hits; in the data active = inhibition above about 50%
# HIF-2a inh: inhibitors of HIF-2a | 786-0 RCC cells HIF-2a reporter, luciferase luminescence, overnight | inhibition, % at 18.8 µM | 360,000 compounds, 0.72% hits;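 active = inhibition of the luminescence signal of 40% or more relative to plate controls, in a single-dose primary screen at 18.75 µM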
# hiPSC survival: increases survival of single human iPS cells; hiPSC single-cell survival, ATPlite luminescence; 100% = ROCK inhibitor wells, 0% = DMSO; survival enhancement, % at 20 µM; 360,000 compounds, 0.044% hits; AID 602274; in the data active = survival enhancement above about 18%;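 also: cells exposed to compounds for 16 hours before the ATP read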
# Shn3 3UTR inh: Schnurri-3 reporter inhibition in Clone20 osteoblasts | Clone20 osteoblast Shn3 3'UTR firefly luciferase, 24 h | inhibition, % at 12.5 µM | 360,000 compounds, 0.52% hits | AID 588674;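 active = mean inhibition of at least 75% with every replicate also reaching 75%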;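 also: 0% = median of neutral control wells and 100% = pilot-screen positive control compound; some compounds past the cut are filed as inactive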
# NR2E3 ag-2: human photoreceptor-specific nuclear receptor agonism; CHO-S Gal4-NCOR/VP16-NR2E3 two-hybrid, luciferase; 360,000 compounds, 0.35% hits; inhibition of corepressor binding, % at 3.98 µM; Q9Y5X4; AID 602229;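 active = inhibition above the mean of all tested compounds plus 3 SD, cut at about 70% in these data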;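 also: 0% = DMSO with NR2E3 transfected cells and 100% = cells lacking NR2E3 construct; higher means lower luciferase signal from less NR2E3 corepressor binding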
# KKLEB tox: reduces viability of KKLEB cystic fibrosis airway cells; 360,000 compounds, 0.36% hits; KKLEB CF airway cells viability, ATPlite luminescence, overnight; active compounds read low; cells stimulated with P. aeruginosa culture filtrate; AID 602141; activity change (cytotoxicity), % at 5 µM;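 active = corrected activity change at or below -50% at 5 µM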
# MITF TRPM1 inh: inhibitors of MITF-driven TRPM1 promoter in melanoma cells | SK-MEL-5 TRPM1 promoter luciferase, 24 h | inhibition, % at 12.5 µM | 330,000 compounds, 0.83% hits | AID 488899;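 active = mean inhibition across replicates of 60% or more, whatever share of single replicates reaches that level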; also: values of inactives mirror those of a sister screen read the other way
# Peg3 promoter: inhibitors of Peg3 promoter; HeLa PEG-Prom luciferase reporter, luminescence, overnight; inhibition, % at 20 µM; 360,000 compounds, 1.7% hits; AID 588405;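 active = inhibition of at least 50% at 20 µM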
# aDG glyco up: increases alpha dystroglycan glycosylation; 360,000 compounds, 0.22% hits; activation, % at 10 µM; Pro5-aDG cells, alpha-DG glycosylation AlphaScreen (IIH6); 0% Pro5, 100% B10-LARGE cell signal;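 active = activation of at least 8% versus controls, or a plate z-score of at least 8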;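 also: Pro5 are CHO cells carrying HIG-tagged alpha-DG that lacks glycosylation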
# CF NFkB inh: inhibitors of cystic fibrosis induced NF-kB; inhibition, % at 5 µM; KKLEB NF-kB-GFP reporter, PAF-induced, GFP fluorescence overnight; 360,000 compounds, 0.86% hits;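 active = at least 50% inhibition at 5 µM, scaled per plate between neutral and stimulator controls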;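 also: PAF is a Pseudomonas aeruginosa culture filtrate used as stimulus; plate controls were PAF-stimulated DMSO wells for no effect and unstimulated DMSO wells for full effect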
# The depositor's hits bear a star; / = not tested or not shown.
SMILES,NR2E3 ag-1,TWEAK Fn14 block,HIF-2a inh,hiPSC survival,Shn3 3UTR inh,NR2E3 ag-2,KKLEB tox,MITF TRPM1 inh,Peg3 promoter,aDG glyco up,CF NFkB inh
COc1ccc(OC)c(NC(=O)CCC(=O)Nc2nnc(C(C)C)s2)c1,-1,1,4,-0.1,-14,-6,-5,-4,-2,-0.1,-13
O=S(=O)(NCCO)c1ccc2c(c1)Cc1cc(S(=O)(=O)NCCO)ccc1-2,-3,9,12,-0.2,-5,-10,10,3,8,0.1,5
COc1ccc(Cc2nc(-c3ccc(Br)cc3)no2)cc1,3,-28,-288,-1.0,-42,-44,10,-34,-144,0.1,-9
COc1cc(C(C2=C(O)CC(C)(C)CC2=O)C2C(=O)CC(C)(C)CC2=O)cc(OC)c1OC (centres undefined),4,2,9,0.9,5,-4,-4,-4,10,-0.2,-21
O=S(=O)(Cc1ccccc1)C(CCCc1ccccc1)S(=O)(=O)Cc1ccccc1,/,-2,1,-4.2,20,8,-7,-6,11,0.5,12
COc1ccc(S(=O)(=O)n2c([N+](=O)[O-])cnc2C)c(C)c1C,-4,-12,19,0.9,-4,-2,0,2,14,0.0,5
O=C(CSc1nncn1-c1ccccc1)NC1CCCc2ccccc21 (centres undefined),-1,11,0,0.7,12,-3,8,3,10,-0.1,-17
CN(C(=O)c1cccc(NC(=O)Cc2cccc([N+](=O)[O-])c2)c1)C1CCCC1,/,26,13,-1.5,25,1,4,8,8,0.4,11
O=C(O)CCC(=O)NCc1ccc(F)cc1,-4,-1,17,-1.5,5,0,-6,-4,1,-0.3,21
CCCN(CC(=O)Nc1ccccc1C)C(=O)CCCc1c[nH]c2ccccc12,2,3,7,-0.4,6,-11,6,4,10,0.0,16

# Single records (already shown). Order of values: NR2E3 ag-1	TWEAK Fn14 block	HIF-2a inh	hiPSC survival	Shn3 3UTR inh	NR2E3 ag-2	KKLEB tox	MITF TRPM1 inh	Peg3 promoter	aDG glyco up	CF NFkB inh
# Shown for `COc1ccc(Cc2nc(-c3ccc(Br)cc3)no2)cc1` → 3	-28	-288	-1.0	-42	-44	10	-34	-144	0.1	-9
# Shown for `O=C(O)CCC(=O)NCc1ccc(F)cc1` → -4	-1	17	-1.5	5	0	-6	-4	1	-0.3	21
# Shown for `COc1ccc(OC)c(NC(=O)CCC(=O)Nc2nnc(C(C)C)s2)c1` → -1	1	4	-0.1	-14	-6	-5	-4	-2	-0.1	-13
# Shown for `COc1ccc(S(=O)(=O)n2c([N+](=O)[O-])cnc2C)c(C)c1C` → -4	-12	19	0.9	-4	-2	0	2	14	0.0	5

# Further compounds
SMILES,NR2E3 ag-1,TWEAK Fn14 block,HIF-2a inh,hiPSC survival,Shn3 3UTR inh,NR2E3 ag-2,KKLEB tox,MITF TRPM1 inh,Peg3 promoter,aDG glyco up,CF NFkB inh
Cc1ccc(-c2nc(C(Cl)Cl)c3ccccc3n2)cc1,0,13,-86,-0.7,55,-47,-25,17,111*,-0.3,16
CCN(CC)S(=O)(=O)c1cccc(C(=O)NC(Cc2c[nH]c3ccccc23)c2nnc3n2CCCCC3)c1 (centres undefined),1,-13,16,-2.2,20,5,4,10,35,-0.1,11
O=S(=O)([N-]c1nc2ccccc2nc1-[n+]1ccc(Cc2ccccc2)cc1)c1ccc(Br)s1,0,101*,52*,0.3,12,-20,-44,/,-61,0.1,46
CCCCN(C)C(=O)c1ccc(Nc2nc(C(N)CCc3ccccc3)cs2)nc1 (centres undefined),/,-28,-14,-1.9,16,4,2,/,61*,4.4,-12
Cc1oc(-c2cccs2)nc1CSCC(=O)NC1CC1,-1,4,-2,2.0,-1,-7,-5,7,-2,0.0,5
CSc1ccccc1C(=O)NCC(c1ccco1)N1CCCCC1 (centres undefined),-3,-2,15,-0.6,-1,-8,6,-3,10,-0.5,2
S=C(NCC(c1cccnc1)N1CCOCC1)NC1CCCCC1 (centres undefined),2,1,12,0.3,-14,6,13,2,6,0.2,4
O=C(OCc1ccc([N+](=O)[O-])cc1)C1CC(=O)N(Cc2ccccc2)C1 (centres undefined),/,0,17,-3.4,8,-33,4,-4,0,0.0,-40
Cc1cc(C(=O)Cn2ncc(Cl)c(Cl)c2=O)c(C)n1CC(F)(F)F,7,95*,94*,7.9,23,-16,-22,43,100*,-0.4,77*
Cc1cc(C)cc(NC(=O)c2cc(S(=O)(=O)NCc3ccco3)ccc2F)c1,-1,0,11,0.1,-28,0,-15,-11,-5,0.2,7
COc1ccc(C)cc1S(=O)(=O)N1CCC(C(=O)NC2CCCC2)CC1,1,4,19,0.0,-13,13,-2,1,7,0.6,18
Cc1ccccc1NC(=O)c1ccc(F)c(S(=O)(=O)NCC2CCCO2)c1 (centres undefined),-1,10,8,-0.5,2,-6,-8,11,-1,0.1,4
Cc1nn(-c2ccccc2)c(Cl)c1C(=O)OCC(=O)NCCc1ccccc1,/,-5,27,-0.5,-14,-10,-7,4,12,0.1,8
O=C(NN=Cc1ccc(F)cc1)C1CC1,/,7,-23,1.1,-12,-5,6,-9,-25,0.2,-4
Cc1cccnc1NC(=O)/C=C/c1ccc2c(c1)OCO2,4,7,-164,-1.0,-105,-78,12,-81,-189,0.0,-1
O=C(Nc1nc(-c2ccccn2)cs1)c1ccc(Cl)s1,2,-31,-308,-2.0,90*,11,-1,55,-137,2.4,-35
COCCn1c(SCc2csc(-c3ccccc3)n2)nc2ccccc21,4,26,-8,0.5,55,19,4,10,-6,0.5,1
Cc1ccc(NS(=O)(=O)c2cccc3cccnc23)c(Br)c1,2,6,-8,-0.3,27,-34,-14,7,5,0.0,13
CN1CCN(C(=O)Nc2cccc3ccccc23)CC1,-1,32,3,1.5,-12,-10,1,-5,9,-0.3,-2
CC(/C=N/NC(=O)c1nn(C)c(C)c1Br)=C\c1ccccc1,-6,-27,-268,-2.1,-90,-115,0,-79,-241,-0.2,-16
CN(Cc1ccccc1)C(=O)c1[nH]cnc1C(=O)Nc1ccon1,0,10,7,-1.6,19,-23,7,1,-8,0.1,-26
CC(=O)Nc1sc2c(c1C(c1ccccn1)N1CCCC1)CCCC2 (centres undefined),6,6,3,0.9,10,-14,-3,5,20,0.0,-12
Cc1cc2c(c(=O)o1)C(CCC1CCCCC1)C(C#N)=C(N)O2 (centres undefined),0,5,16,-0.5,-10,-6,-5,/,1,0.0,-10
Cn1c(=O)c2c(nc(NCCCN3CCOCC3)n2Cc2ccc(Cl)cc2)n(C)c1=O,0,-2,-6,-1.8,-1,-3,-7,-4,8,0.2,-5
CSc1ccccc1NC(=O)CN(C)C(=O)Cc1c[nH]c2ccccc12,-2,1,12,0.6,16,-2,13,13,-7,0.1,2
C/C(=N/OC(=O)c1ccccc1Br)c1ccc(C)cc1,2,-27,-49,2.3,8,-37,5,-38,-297,0.1,-10
Cc1nn(CCCC(=O)NCc2ccccc2)c(C)c1[N+](=O)[O-],2,14,9,-1.8,-16,-8,-2,-6,1,-0.1,11
CCNC(=S)NN(c1ccccc1)c1ccccc1,-1,-10,17,-1.3,-14,8,8,-6,-1,0.2,4
O=C(Nc1ccncc1)C1CC(=O)N(Cc2ccccc2)C1 (centres undefined),/,-4,5,-0.6,-8,8,6,6,4,-0.2,22
COCCCNC(=O)C[C@H]1C[C@H](C(=O)N2CCCCC2)[C@@]2(CCc3ccccc3)c3[nH]c4cc(CCC(=O)N(C)C)ccc4c3CCN2C1=O,/,22,9,4.1,-7,-27,12,1,10,0.0,14
Cc1cc(NC(=O)CCN2CCC(C)CC2)ccc1Br,/,3,1,-0.6,4,12,2,2,-13,0.2,20
COc1ccc(C)cc1NC(=O)C(=O)NNC(=O)COc1ccc(Cl)cc1,-4,-3,18,0.9,-10,-9,4,-1,4,0.1,-11
Cc1cc(NC(=O)c2cc(-c3ccc(C)s3)nc3ccccc23)no1,-2,-29,0,-0.4,-12,-4,1,-17,1,-0.2,-44
O=C(C1CCCCC1)N1CCN=C1SCc1cccc([N+](=O)[O-])c1,4,54*,24,1.3,16,3,-7,10,13,0.0,26
CS(=O)(=O)c1ccc2nc(NC(=O)c3ccccc3)sc2c1,0,32,-171,-0.3,-114,-111,-4,-61,-227,-0.2,3
O=C(c1cc(-c2ccc(Br)cc2)n[nH]1)N1CCN(C(=O)c2ccccc2Br)CC1,-1,-33,-6,-0.5,3,-10,1,-15,11,-0.3,-25
COc1cc(C2CC(=O)c3c([nH]c(C(=O)OCCOC(C)C)c3C)C2)cc(OC)c1OC (centres undefined),3,61*,-6,-2.1,80,53,-9,40,38,0.9,21
O=C1Nc2ccccc2C1(O)Cc1ccncc1 (centres undefined),2,-18,14,-1.3,-7,-28,-3,-9,12,-0.1,4
CC(=O)c1ccc(NS(=O)(=O)Cc2ccc(Cl)cc2)cc1,8,37,-5,1.5,-19,-21,-6,-3,-6,0.1,1
O=S(=O)(c1ccc(=S)[nH]c1)N1CCOCC1,-6,1,10,1.4,8,2,8,8,-1,-0.1,-1
CCOC(=O)c1sc(N(Cc2ccccc2)C(=O)CSc2ncn[nH]2)nc1C,3,-26,-43,-4.8,-6,-25,2,-2,-20,0.2,21
O=C1C2CCCN2C(c2ccc(F)cc2)N1c1nccs1 (centres undefined),0,-7,-5,1.1,6,-20,2,6,2,-0.3,-3
Cc1ccc(OCC(=O)Nn2c(C)nc3ccccc3c2=O)c(C(C)C)c1,2,10,-22,0.1,2,4,6,4,9,0.1,-13
O=C(Nc1ccc(Cl)cc1)Nc1nnc(SCc2ccc(Cl)cc2)s1,1,-23,9,1.0,-4,-11,-5,-2,10,-0.2,28
CCOC(=O)c1sc(=S)n(-c2ccccc2)c1N(C(C)=O)C(C)=O,3,-2,11,-0.7,2,5,3,4,7,0.5,-14
COc1cc(OC)c(C(=O)OC(C)C(=O)Nc2cc(C(F)(F)F)ccc2Cl)cc1OC (centres undefined),1,7,25,-0.4,21,4,-4,-1,15,0.2,-9
CCN1CCN(c2nc3c(c(=O)[nH]c(=O)n3C)n2CCCc2ccccc2)CC1,0,-3,5,2.4,6,4,2,9,13,-0.2,1
Cn1ccnc1C(=O)c1ccccc1Cl,-2,23,2,0.0,11,-1,-14,-2,-6,-0.1,20
Cc1sc(NC(=O)CN(C(=O)c2ccccc2F)C2CCCC2)c(C(N)=O)c1C,2,22,4,0.6,1,24,-11,9,27,-0.1,9
COc1ccc(-n2nc(C(=O)NCC(=O)N3CCN(c4ccc(F)cc4)CC3)c3ccccc3c2=O)c(OC)c1,1,-15,-96,-0.5,-14,-34,1,-6,-79,-0.3,0
COc1cc(OC)c(OC)cc1/C=C1\Oc2cc(OCC(=O)N3Cc4ccccc4C[C@H]3C(=O)O)ccc2C1=O,1,14,10,1.6,-1,-22,6,13,-7,-0.3,2
CN(c1ccc(Cl)cc1)S(=O)(=O)c1nnc(NC(=O)C(C)(C)C)s1,/,22,13,0.4,8,2,-18,6,11,-0.1,18
Cc1ccc(NC(=O)c2cccnc2)cc1C,2,-3,-184,-0.5,-29,-54,23,-50,-124,-0.1,-11
